Screens as filed in PubChem.
GSK3A inh: inhibitors of human GSK-3 alpha kinase; P49840; ADP-Glo luminescence, 60 min; inhibition, % at 10 µM; hit rate 0.1% among 320,000; AID 2650;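 in the data active means inhibition above about 50%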;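 further: GST-tagged GSK-3 alpha with peptide substrate and 25 µM ATP; 0% = DMSO neutral wells and 100% = GW8510 positive control wells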
Platelet DG rel: platelet dense granule release activity; human platelet-rich plasma, SFLLRN dense granule ATP release, luminescence; inhibition, %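 (compounds screened at 7.5 µM in platelet-rich plasma)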; hit rate 0.22% among 300,000;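 active means mean replicate score, as percent of positive control, at or above 50; inconclusive means mean below 50 but at least one replicate at or above 50; inactive means mean and every replicate below 50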
HSF1 activator: increases HSF-1 driven luciferase reporter signal; NIH3T3-HGL HSF-1 luciferase reporter, MG132, 8 h; 100% = twice DMSO control signal; activation, % at 9 µM; hit rate 1.7% among 300,000;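 active means mean replicate activation of at least 50% with a set share of replicates each reaching 50%; inconclusive means only one of those two conditions met; inactive means mean below 50% and too few replicates reaching it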;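 further: 0% = median of the neutral control wells and 100% = twice that signal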
GSK3beta inhib: inhibitors of human GSK3beta kinase. GST-GSK3beta kinase, ADP-Glo luminescence, 60 min; active compounds read low. activity score (negative = inhibition), % at 10 µM. hit rate 0.038% among 300,000;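 active means more than half of replicate wells score below -50%, meaning over 50% inhibition versus plate controls; inconclusive means some replicates but at most half score below -50%; inactive means no replicate scores below -50%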;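 further: 0% = median DMSO wells and -100% = median GW8510 positive control wells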
Target sequence (P49841 whole entry, looked up): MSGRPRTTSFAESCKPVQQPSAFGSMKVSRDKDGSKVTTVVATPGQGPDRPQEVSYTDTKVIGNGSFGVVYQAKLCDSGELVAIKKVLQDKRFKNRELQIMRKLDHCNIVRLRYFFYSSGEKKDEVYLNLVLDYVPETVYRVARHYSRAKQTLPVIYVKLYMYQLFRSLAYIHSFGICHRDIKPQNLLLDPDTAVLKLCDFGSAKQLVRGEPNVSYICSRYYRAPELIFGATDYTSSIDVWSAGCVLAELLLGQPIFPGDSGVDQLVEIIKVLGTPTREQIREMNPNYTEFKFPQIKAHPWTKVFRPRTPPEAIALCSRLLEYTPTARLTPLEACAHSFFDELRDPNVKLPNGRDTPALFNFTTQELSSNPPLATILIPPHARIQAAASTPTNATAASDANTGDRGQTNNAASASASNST
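Assay system: GST-fused GSK3beta enzyme, cell-free / Medium: Tris pH 7.5 buffer with MgCl2, DTT, BSA, heparin / Also added: peptide substrate plus 25 µM ATP (final) / Compound: 10 µM single point / Timing: kinase reaction with compound 60 min at room temperature / Detection: ADP-Glo luminescence / Benchmarks: DMSO neutral wells and GW8510 at 20 µM as positive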
HSF1 inh: HSF1 inhibition. NIH3T3-HGL HSE-luciferase, MG132-induced, luminescence 8 h; active compounds read low. activity change, negative = inhibition, % at 7.5 µM (by protocol). hit rate 0.77% among 300,000. AID 2098;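 active means more than half of replicate wells show activity change below -50%, luminescence cut by over half; inconclusive means some wells, but at most half, below -50%; inactive means no replicate well below -50%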;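 further: luciferase reports HSF-1 transcriptional activity via heat shock element; 0% = median of DMSO wells and -100% = zero luminescence signal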
PolyA inh: inhibitors of polyadenylation in S. cerevisiae; S. cerevisiae SKY197-pL101 polyadenylation reporter, beta-gal luminescence; efflux-impaired pdr1/pdr3 knockout yeast; score 100 = 6 SD above DMSO; calls only at 12 µM; hit rate 0.02% among 300,000;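 active means lowest replicate activity score at least 50, where 100 means six control SD above control mean; inconclusive means lowest score under 50 but half or more replicates reach 50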;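 further: yeast exposed to compound for 9 h at 30 °C; higher score means more reporter readthrough which indicates perturbed polyadenylation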
DYRK1A inh: Dyrk1A (rat) kinase inhibition | Q63470 | ADP-Glo luminescence, NFATc1 peptide | inhibition, % at 12.5 µM | hit rate 0.43% among 310,000 | AID 504441; in the data active means inhibition above about 50%;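 further: plate controls were vehicle with enzyme for no effect and no enzyme for full effect; many of its hits are not listed in these tables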
AI-2 QS modul: modulators of Vibrio harveyi AI-2 quorum sensing system; Vibrio harveyi JMH597 AI-2 luminescence/OD600 ratio, 9 h; active compounds read low; strain lacks LuxN and CqsS sensors; 0 = neutral-control median; activity change, % at 7.5 µM; hit rate 0.4% among 300,000; AID 2094; in the data active means activity change below about -75%, passing the limit was not always enough; inconclusive means no clear call, values can overlap the other calls;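 further: luminescence divided by OD600 gain over 9 h not by final OD600 alone; inactives centre near 13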
HDAC3 inh: inhibitors of human histone deacetylase 3 | O15379 | recombinant HDAC3, fluorogenic peptide/trypsin coupled, fluorescence | inhibition, % at 8.3 µM | hit rate 0.15% among 320,000 | AID 2718; in the data active means inhibition above about 26%, passing the limit was not always enough; inconclusive means no clear call, values can overlap the other calls
Target sequence (O15379 whole entry, looked up): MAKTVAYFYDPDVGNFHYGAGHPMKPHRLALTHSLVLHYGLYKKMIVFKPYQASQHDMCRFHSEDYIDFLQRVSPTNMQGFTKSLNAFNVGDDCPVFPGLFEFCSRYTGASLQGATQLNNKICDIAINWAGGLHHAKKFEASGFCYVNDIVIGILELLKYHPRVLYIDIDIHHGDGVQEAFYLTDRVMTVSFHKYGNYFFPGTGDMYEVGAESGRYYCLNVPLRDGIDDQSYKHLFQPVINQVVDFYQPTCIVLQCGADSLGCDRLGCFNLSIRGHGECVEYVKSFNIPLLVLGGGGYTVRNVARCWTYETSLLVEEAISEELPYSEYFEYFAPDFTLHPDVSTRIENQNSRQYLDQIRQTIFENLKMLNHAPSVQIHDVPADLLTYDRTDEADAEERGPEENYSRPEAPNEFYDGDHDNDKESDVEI
HSP90 inh: blocks HSP90-mediated luciferase refolding in reticulocyte lysate; Rabbit reticulocyte lysate, luciferase refolding luminescence, 3 h; inhibition, % at 5.6 µM; hit rate 0.91% among 290,000; AID 1789;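 active means inhibition above the screen-wide mean plus 3 SD, computed separately per campaign, cut at about 16% in these data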;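 further: 0% = DMSO wells and 100% = 60 µM geldanamycin wells; inhibitors lower the luminescence because luciferase stays unfolded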
* hit, by the source's call; i = inactive; ? = inconclusive; / = no result given.

The line under a structure holds: GSK3A inh	Platelet DG rel	HSF1 activator	GSK3beta inhib	HSF1 inh	PolyA inh	DYRK1A inh	AI-2 QS modul	HDAC3 inh	HSP90 inh
- COc1ccc(C)cc1NC(=O)C1CCCN(S(=O)(=O)c2ccc(-n3cnnn3)cc2)C1 (stereo not drawn)
  -2	3	16	2	-7	i	-2	17	-3	-1
- COC(=O)C(Cc1cncn1COCc1ccccc1)NC(=O)OC(C)(C)C (stereo not drawn)
  /	-1	-3	-1	-1	i	-4	33	-1	3
- COc1ccc(-n2cnnc2SCC(=O)Nc2nc(C)c(Cl)cc2Cl)cc1
  -1	8	-7	-2	2	i	7	8	-2	3
- Cc1cc(=O)[nH]c(N/N=C/c2ccc(Cl)cc2Cl)n1
  -1	-6	-9	2	-5	i	-7	24	-3	3
- COC(=O)c1sc(NC(=O)c2c(-c3ccccc3)noc2C)nc1C
  -1	10	-3	-2	-5	i	-3	18	-6	1
- COc1ccc(NC(=O)c2ccc(COCC(F)(F)C(F)F)cc2)cc1
  0	9	11	1	-4	i	-9	0	1	19*
- COc1ccc(CN2CCNC(=O)C2CC(=O)N(C)CC2CCOCC2)c(F)c1 (stereo not drawn)
  1	-10	3	-1	0	i	1	17	-1	0
- COCCNCC(O)CON=C1c2ccccc2-c2ccccc21 (stereo not drawn)
  0	-2	19	-1	10	i	5	11	3	-6
- O=C(N/N=C/C(Br)=C/c1ccccc1)NC1CCCCC1
  0	0	58*	1	46	i	-7	4	2	1
- Cc1ccccc1C(=O)N(Cc1cccs1)C1CCS(=O)(=O)C1 (stereo not drawn)
  -1	2	-17	-2	-6	i	2	2	8	-2
- CSc1ncccc1C(=O)OCC(=O)NC(C)C
  -1	-2	-6	1	-10	i	-5	-4	-1	-2
- COC(=O)c1[nH]c2cc(OC)ccc2c1NC(=O)CCN1CCN(Cc2ccc3c(c2)OCO3)CC1
  /	1	6	3	-1	i	6	25	/	2
- O=C(CCSCCc1ccncc1)NCCCN1CCOCC1
  -2	10	-5	1	-4	i	1	-3	6	-2
- CCOc1ccc(NC(=O)c2cc(=O)[nH]c3ccccc23)cc1
  -2	1	-9	-1	-6	i	0	13	-2	6
- Fc1ccc(N2CCN(c3nnnn3-c3ccccc3)CC2)cc1
  -1	0	9	-1	1	i	3	-10	-2	-1
- COc1ccc(C(=O)Nc2ccc(N3CCN(C)CC3)cc2)cc1
  -2	1	22	0	2	i	-1	1	-2	-3
- CC(C)COP(=O)(c1ccc(N(C)C)cc1)C(O)c1ccccc1 (stereo not drawn)
  -3	4	0	2	7	i	1	8	-2	0
- Cc1ccc(OCCOc2cccc(Br)c2)c([N+](=O)[O-])n1
  -6	-6	88*	0	62	i	4	-64	3	3
- CCc1nnc(NC(=O)C2CSC3(C)CCC(=O)N23)s1 (stereo not drawn)
  -4	-5	0	1	-3	i	-3	45	1	/
- O=C1CCCN1S(=O)(=O)c1ccccc1
  -2	-1	2	1	-1	i	-7	8	9	-3

With a hit mark in HSP90 inh (from the list above):
The line under a structure holds: GSK3A inh	Platelet DG rel	HSF1 activator	GSK3beta inhib	HSF1 inh	PolyA inh	DYRK1A inh	AI-2 QS modul	HDAC3 inh	HSP90 inh
- COc1ccc(NC(=O)c2ccc(COCC(F)(F)C(F)F)cc2)cc1
  0	9	11	1	-4	i	-9	0	1	19*

Carrying on:
The line under a structure holds: GSK3A inh	Platelet DG rel	HSF1 activator	GSK3beta inhib	HSF1 inh	PolyA inh	DYRK1A inh	AI-2 QS modul	HDAC3 inh	HSP90 inh
- O=C(NCCN1C(=O)S/C(=C\c2cccnc2)C1=O)c1ccc([N+](=O)[O-])s1
  0	-2	5	-7	-4	i	-2	13	-1	/
- CC(C)OC(=O)NCCOC(=O)Nc1cccc(Cl)c1
  1	-1	-28	-5	-11	i	9	-14	-7	1
- COc1ccc(OC)c(CN2CCN(C(=O)c3cccc(S(=O)(=O)Nc4ccc(C)cc4)c3)CC2)c1
  -1	0	23	-3	6	i	1	20	3	/
- O=C(C1=C[C@H](c2coc3ccccc3c2=O)C[C@H](OCc2ccc(CO)cc2)O1)N1CCN(Cc2ccccc2)CC1
  -2	-5	-5	-1	4	i	2	24	-10	-3
- O=c1c2c3c(sc2nc2n1CCC2)CCCC3
  -2	-18	-6	0	-7	i	-2	26	-3	-2
- Cc1ccsc1CNC12CC3CC(CC(C3)C1)C2
  -4	3	-3	0	-8	i	/	2	0	-2
- O=C1[C@H]2[C@@H](c3ccc(Cl)cc3)N3C(=O)N(c4cccc(Br)c4)C(=O)[C@@]3(Cc3ccc(Cl)cc3)[C@H]2C(=O)N1C1CCCCC1
  -2	-3	-8	-1	-6	/	2	24	-6	10
- N=C1SCC(=O)N1c1ccccc1Cl
  -1	-2	-15	-5	7	i	4	-13	2	0
- COc1cc(/C=C(\C#N)c2ccccn2)ccc1OCc1ccccc1Cl
  -3	/	/	/	/	/	-2	/	9	1
- O=C(O)C12CC3CC(C1)CC(n1ncc(NCc4ccco4)c(Cl)c1=O)(C3)C2
  -3	-1	-1	0	-1	i	-7	18	2	4
- Cc1c(Cl)cccc1-n1c(-c2cccnc2)n[nH]c1=S
  /	2	-4	2	-9	i	1	-8	10	-3
- CC(C)c1cccc(C(C)C)c1OCCCCCN1CCOCC1
  -2	3	6	1	0	i	/	4	4	/
- Cc1ccc(Nc2nc(NCC3CCCO3)nc(N)c2[N+](=O)[O-])cc1C (stereo not drawn)
  3	-15	-8	0	0	i	4	28	-5	3
- Nc1ccc(Sc2nc3ccccc3[nH]2)cc1
  -3	1	-3	-1	0	i	5	9	2	3
- O=C1CCN(S(=O)(=O)c2ccc(Br)cc2)CCN1
  -3	2	-3	-1	-9	i	-7	17	-8	2
- CSc1ccc(S(=O)(=O)N2CCC(C(=O)NCc3cccnc3)CC2)cc1
  -1	11	4	6	-8	i	2	21	4	2
- CCOC(=O)c1c(C(C#N)C#N)cc(C)nc1C
  -1	1	-1	-2	-7	i	6	17	5	-2
- O=C(O)c1c(Cl)c(Cl)c(Cl)c(Cl)c1C(=O)N1CCCC1
  -4	1	?	4	11	i	-2	23	5	3
- O=C(NCc1ccccn1)c1ccc(N2CCCC2=O)cc1
  -6	0	6	0	1	i	19	11	4	-2
- COc1ccc(OCC(=O)N2CCC(Cc3ccccc3)CC2)cc1
  -4	2	-27	/	-22	i	-12	/	0	3

Quoted from above (9 entries):
The line under a structure holds: GSK3A inh	Platelet DG rel	HSF1 activator	GSK3beta inhib	HSF1 inh	PolyA inh	DYRK1A inh	AI-2 QS modul	HDAC3 inh	HSP90 inh
- COc1ccc(C)cc1NC(=O)C1CCCN(S(=O)(=O)c2ccc(-n3cnnn3)cc2)C1 (stereo not drawn)
  -2	3	16	2	-7	i	-2	17	-3	-1
- COC(=O)C(Cc1cncn1COCc1ccccc1)NC(=O)OC(C)(C)C (stereo not drawn)
  /	-1	-3	-1	-1	i	-4	33	-1	3
- COc1ccc(-n2cnnc2SCC(=O)Nc2nc(C)c(Cl)cc2Cl)cc1
  -1	8	-7	-2	2	i	7	8	-2	3
- Cc1cc(=O)[nH]c(N/N=C/c2ccc(Cl)cc2Cl)n1
  -1	-6	-9	2	-5	i	-7	24	-3	3
- COC(=O)c1sc(NC(=O)c2c(-c3ccccc3)noc2C)nc1C
  -1	10	-3	-2	-5	i	-3	18	-6	1
- COc1ccc(NC(=O)c2ccc(COCC(F)(F)C(F)F)cc2)cc1
  0	9	11	1	-4	i	-9	0	1	19*
- COc1ccc(CN2CCNC(=O)C2CC(=O)N(C)CC2CCOCC2)c(F)c1 (stereo not drawn)
  1	-10	3	-1	0	i	1	17	-1	0
- COCCNCC(O)CON=C1c2ccccc2-c2ccccc21 (stereo not drawn)
  0	-2	19	-1	10	i	5	11	3	-6
- O=C(N/N=C/C(Br)=C/c1ccccc1)NC1CCCCC1
  0	0	58*	1	46	i	-7	4	2	1

Continuation:
The line under a structure holds: GSK3A inh	Platelet DG rel	HSF1 activator	GSK3beta inhib	HSF1 inh	PolyA inh	DYRK1A inh	AI-2 QS modul	HDAC3 inh	HSP90 inh
- O=C(CSCc1ccc(Cl)c(Cl)c1)Nc1c[nH]c(=O)[nH]c1=O
  0	-1	-6	0	-2	i	-1	11	4	6
- CC1(C)Cc2ccccc2-c2nnc(-c3ccc(O)cc3)n21
  -3	-15	-13	-4	-3	i	-4	-3	7	1
- COc1cc(C)c(NC(=O)C(=S)NCc2ccccc2)cc1C
  -2	4	1	5	2	i	-1	4	2	-3
- N=c1sccn1CC(=O)NC(c1ccccc1)c1ccccc1
  0	23	1	2	-3	i	1	39	-1	-2
- CC(C(=O)NCc1ccc2c(c1)OCO2)N1c2cccc3cccc(c23)S1(=O)=O (stereo not drawn)
  0	4	7	3	-2	i	-3	17	-6	2
- COc1ccc(NC(=O)C2CCCN(c3c4c(nc5ncnn35)CCC4)C2)cc1OC (stereo not drawn)
  -2	7	-18	-11	-1	i	-1	17	9	-3
- COc1ccccc1NC(=O)CN1CCN(c2ccccc2OC)CC1
  -7	6	5	-3	-2	i	4	18	7	0
- N/C(=N\OC(=O)Cc1ccc([N+](=O)[O-])cc1)c1cccc(Br)c1
  0	-2	13	2	11	i	4	-59	2	-3
- Cc1cc(C(=O)N/N=C/c2ccc([N+](=O)[O-])cc2)c2ccccc2n1
  12	-2	21	1	7	i	/	18	-2	5
- Cc1ccccc1OCC(O)CN1CCN(CCN2C(=O)c3cccc4cccc(c34)C2=O)CC1 (stereo not drawn)
  15	-1	30	1	14	i	5	17	-2	4
- COc1ccc(NC(=O)c2cccc(S(=O)(=O)N3CCN(C)CC3)c2)c(OC)c1
  0	-4	12	-1	8	i	0	-2	-4	-2
- O=C(Nc1cccc2ncccc12)c1cc(Br)ccc1Cl
  1	17	7	-3	4	i	1	28	5	-2
- CC(C)Oc1ccc(-c2cc(C(=O)NCCN3CCOCC3)c3ccccc3n2)cc1
  -2	9	15	-9	12	i	2	2	-9	0
- O=C(O)c1ccc(N/N=C/c2cccc(C(F)(F)F)c2)cc1
  -3	-3	14	1	-4	i	8	-93*	9	0
- COc1ccc(C)cc1NC(=O)C(Sc1nnc(-c2cccs2)o1)c1ccccc1 (stereo not drawn)
  0	10	16	1	0	i	0	3	-4	-2
- Cc1ccc(O)c(NC(=O)c2cc3nc4c(c(C(F)(F)F)n3n2)CCc2ccccc2-4)c1
  0	12	-6	6	-8	i	-3	21	-2	-1
- COc1ccc(C(=O)NC2CCCN(Cc3ccc(Cl)cc3)C2)c(OC)c1 (stereo not drawn)
  -1	0	16	0	13	i	/	20	9	-3
- CS(=O)(=O)N(CC(=O)Nc1cccc([N+](=O)[O-])c1)c1ccccc1
  0	8	16	1	1	i	-5	16	-1	-3
- CCOC(=O)c1cnc(SCC(=O)OCC(=O)N(CC)C2CCS(=O)(=O)C2)nc1N (stereo not drawn)
  -1	-5	-25	3	-10	i	8	14	4	/

A portion of the library; count on the stated rates, not on these rows.
